M5 PAM – human M5 muscarinic receptor positive allosteric modulators, primary screen, CHO-K1 cells, Fluo-8 calcium fluorescence; Muscarinic acetylcholine receptor M5 (Homo sapiens), P08912; actives 0.3% (n = 360,000); CHO-K1 hM5, ACh EC20 PAM; 0% = ACh EC20, 100% = ACh EC100; AID 624038, 2012; activation, % at 3 µM;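 active = activation above the run cutoff, the mean activation of all test compounds plus 3 SD, cut at about 18% in these data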
Target sequence (P08912 whole entry, looked up): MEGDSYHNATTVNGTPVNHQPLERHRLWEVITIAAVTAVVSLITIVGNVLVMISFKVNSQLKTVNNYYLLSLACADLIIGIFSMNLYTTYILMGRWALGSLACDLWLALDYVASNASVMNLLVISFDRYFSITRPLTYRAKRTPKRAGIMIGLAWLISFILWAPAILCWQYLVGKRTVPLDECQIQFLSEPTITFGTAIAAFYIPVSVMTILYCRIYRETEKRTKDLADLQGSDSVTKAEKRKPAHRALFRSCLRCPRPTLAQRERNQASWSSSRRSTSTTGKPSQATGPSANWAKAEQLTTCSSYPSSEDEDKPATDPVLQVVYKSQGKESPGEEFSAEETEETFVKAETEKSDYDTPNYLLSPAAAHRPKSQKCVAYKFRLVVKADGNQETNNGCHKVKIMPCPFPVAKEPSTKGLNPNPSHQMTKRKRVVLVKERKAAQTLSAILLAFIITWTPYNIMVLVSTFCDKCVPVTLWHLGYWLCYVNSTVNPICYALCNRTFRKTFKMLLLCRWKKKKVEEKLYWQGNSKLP
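Assay system – human M5 receptor in CHO-K1 cells · Read-out – % activation, ACh-normalized · Technique – Fluo-8 calcium fluorescence · Dosing – single-point, 3 µM nominal · Incubation – Fluo-8 loading 80 min at 37 °C plus 30 min room temperature · Repeats – singlicate, one well per test compound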
M4 ag – human M4 muscarinic receptor agonists, primary screen, CHO-K1 cells, Fluo-8 calcium fluorescence; Muscarinic acetylcholine receptor M4 (Homo sapiens), P08173; CHO-K1 hM4/Gqi5; vehicle 0%, full acetylcholine response 100%; activation, % at 3 µM; actives 0.14% (n = 360,000); AID 624127, 2012;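 active = activation above the run mean over all test wells plus 3 SD, cut at about 32% in these data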;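 also: peak over basal fluorescence ratio per well then scaled between controls; 0% = DMSO wells and 100% = acetylcholine at EC100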
Target sequence (P08173 whole entry, looked up): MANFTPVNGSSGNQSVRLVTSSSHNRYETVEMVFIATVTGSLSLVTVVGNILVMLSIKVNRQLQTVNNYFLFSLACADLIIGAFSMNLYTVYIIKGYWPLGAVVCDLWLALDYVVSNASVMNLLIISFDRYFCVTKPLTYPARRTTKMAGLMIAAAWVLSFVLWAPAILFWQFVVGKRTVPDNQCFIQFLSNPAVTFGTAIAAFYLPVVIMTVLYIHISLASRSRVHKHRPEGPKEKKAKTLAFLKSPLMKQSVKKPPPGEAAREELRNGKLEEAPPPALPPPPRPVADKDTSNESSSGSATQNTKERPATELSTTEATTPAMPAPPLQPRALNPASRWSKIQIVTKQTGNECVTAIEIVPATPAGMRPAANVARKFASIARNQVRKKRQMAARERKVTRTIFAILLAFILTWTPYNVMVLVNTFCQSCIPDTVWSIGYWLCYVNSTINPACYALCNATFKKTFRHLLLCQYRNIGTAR
CHRM4 PAM – human M4 muscarinic receptor positive allosteric modulators, primary screen, CHO-K1 cells, Fluo-8 calcium fluorescence | Muscarinic acetylcholine receptor M4 (Homo sapiens), P08173 | CHO-K1 hM4/Gqi5, ACh EC20; 0% = ACh EC20, 100% = maximal ACh | activation, % at 3 µM | actives 0.4% (n = 360,000);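 active = activation above its plate's cutoff, the mean activation of sample wells plus 3 SD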; also: some results filed as inactive read as strong as hits
CHO-K1 Ca ag – counter-screen for M1 agonists: effect in parental CHO-K1 cells | actives 0.48% (n = 360,000) | activation, % at 3 µM | Fluo-8 calcium fluorescence; scaled to maximal ATP response, vehicle zero; in the data active = activation above about 15%;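 also: untransfected CHO-K1 host cells lacking M1 receptor as counterscreen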
CHRM5 agonist – human M5 muscarinic receptor agonists, primary screen, CHO-K1 cells, Fluo-8 calcium fluorescence; Muscarinic acetylcholine receptor M5 (Homo sapiens), P08912; CHO-K1 hM5 cells; 0% DMSO wells, 100% maximal acetylcholine response; activation, % at 3 µM; actives 0.19% (n = 360,000); AID 624037, 2012;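 active = activation above the run's mean over test compounds plus 3 SD, cut at about 23% in these data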;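 also: signal is peak over basal fluorescence ratio across the kinetic read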
CHO-K1 Ca antag – M1 antagonist counterscreen hit in parental CHO-K1 cells; ATP-induced calcium, Fluo-8 fluorescence; inhibition, % at 3 µM; actives 0.6% (n = 360,000); AID 602250;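 active = inhibition above a per-plate cutoff, the plate's mean sample inhibition plus 3 SD, cut at about 24% in these data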;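 also: 0% = DMSO plus EC80 ATP and 100% = DMSO alone without ATP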
M5 antag – human M5 muscarinic receptor antagonists, primary screen, CHO cells, Fluo-8 calcium fluorescence; AID 624040, 2012; inhibition, % at 3 µM; actives 0.59% (n = 360,000); Muscarinic acetylcholine receptor M5 (Homo sapiens), P08912; CHO-hM5 cells, ACh EC80;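 active = inhibition above a per-plate cutoff, the mean of that plate's test compounds plus 3 SD, cut at about 27% in these data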;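 also: 0% = acetylcholine EC80 with DMSO and 100% = DMSO without agonist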
M4 antag – human M4 muscarinic receptor antagonists, primary screen, CHO cells, Fluo-8 calcium fluorescence | inhibition, % at 3 µM | CHO-hM4 cells, ACh EC80 | actives 0.73% (n = 360,000) | Muscarinic acetylcholine receptor M4 (Homo sapiens), P08173 | AID 624125, 2012;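 active = inhibition above its plate's cutoff, the mean inhibition of sample wells plus 3 SD, cut at about 27% in these data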;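 also: 0% = acetylcholine EC80 with DMSO and 100% = DMSO without agonist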
CHO-K1 Ca PAM – nonselective calcium activators in parental CHO-K1 cells, primary screen, counter-screen for M1 PAM project, cell-based, Fluo-8 calcium fluorescence, full deck, 1536-well | ATP EC20; 0% at ATP EC20, 100% at ATP max | activation, % at 3 µM | actives 0.02% (n = 360,000) | AID 602247, 2012;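 active = activation above the run cutoff, the mean activation of all test compounds plus 3 SD, cut at about 40% in these data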;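 also: peak over basal fluorescence ratio in a 140 s read after ATP addition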
Starred values were filed as active, the others as inactive.

SMILES	M5 PAM	M4 ag	CHRM4 PAM	CHO-K1 Ca ag	CHRM5 agonist	CHO-K1 Ca antag	M5 antag	M4 antag	CHO-K1 Ca PAM
O=C(C(=Cc1ccccc1)CN1CCCCC1)c1ccccc1	-36	0	-9	0.6	-12	-18	17	29*	28
Cc1[nH]n(-c2ccccc2)c(=O)c1N=Nc1ccccc1O	-3	6	2	3.0	7	-2	14	8	0
CCOC(=O)C1CCN(C(=O)c2cc3c(C)cc(C)cc3[nH]2)CC1	-4	2	4	0.5	-5	-6	4	-24	-7
CSc1ccc(NC(=O)C2(C)CCN2C(=O)c2cc(C)n(C)n2)cc1 (centres undefined)	-2	6	2	3.0	2	-4	2	-5	2
CCOC(=O)c1c(C)[nH]c(C)c1S(=O)(=O)NCC1CCN(Cc2cccc(Cl)c2)CC1	-5	1	-7	-0.5	-8	-14	-6	12	12
CC(Sc1ccccc1)C(=O)N1CCN(S(=O)(=O)c2ccccc2C(F)(F)F)CC1 (centres undefined)	-5	3	-8	1.0	2	-8	10	7	-10
CC1CCCC(C)N1S(=O)(=O)c1ccc(NC(=O)CCn2cnc3ccccc3c2=O)cc1 (centres undefined)	-2	1	2	0.6	5	-23	8	-8	6
Cn1cc(S(=O)(=O)NC2CCCC2)c(=O)n(C)c1=O	5	-1	2	0.8	2	1	3	7	-1
CCCCOCCCNC(=O)C[C@@H]1C[C@@]2(C(=O)OCC)CCC=C2N(Cc2ccc(Cl)cc2Cl)C1=O	2	-1	-3	-0.4	-2	-10	6	5	-1
COc1cc(CNCc2ccccn2)ccc1OCc1ccc(Cl)cc1	-3	8	-4	1.4	-2	-11	1	-3	8
CS(=O)(=O)Nc1cccc(C2=NN(C(=O)c3ccccc3Cl)C(c3ccccc3O)C2)c1 (centres undefined)	-3	3	0	0.2	-4	0	10	7	19
COc1ccc(CNC(=O)Cn2cc(C(F)(F)F)ccc2=O)cc1	1	0	-3	0.9	-2	-8	-1	3	29
COc1ccc(O)c(C(c2c(C)[nH][nH]c2=O)c2c(C)[nH][nH]c2=O)c1	-6	0	-1	0.6	3	-1	13	16	13
Cc1ccc(C)c(NC(=O)CCc2nnc3ccc(NCc4ccco4)nn23)c1	-1	1	-6	0.9	-1	-15	-2	2	14
CCC(C)(C)C1CCC2(CC1)NC(=O)N(CC(=O)N1CCN(c3ccccc3OC)CC1)C2=O (centres undefined)	-3	15	0	-0.2	0	-16	-5	-15	16
Cc1sc2nc(CSCC(=O)Nc3ccc(Cl)cc3F)[nH]c(=O)c2c1C	-5	1	3	0.0	-1	-2	8	-15	13
CCCCN(C)C(=O)Cn1nc(Cc2ccncc2)c2ccccc2c1=O	8	2	-3	0.2	-4	-18	1	2	14
CCc1ccccc1NC(=O)CSc1nc2n[nH]c(C)c2c(=N)n1-c1cccc(OC)c1	-11	5	-7	0.4	-4	-38	2	4	-10
C=CCn1c(=S)[nH]c2sc3c(c2c1=O)CCC3	0	1	8	0.3	3	-29	-1	-14	23
COC(=O)[C@]1(C)CCC[C@@]2(C)C3CC[C@]4(OC(C)=O)C[C@@]3(CCC21)CC4=O (some centres undefined)	-25	10	0	6.1	-1	-2	15	5	4
NC(=O)C1(N2CCCCC2)CCN(c2nc(-c3ccccc3)cs2)CC1	-5	10	-3	4.6	2	-3	2	-7	15
CCn1c(/N=C/c2ccccc2O)nc2ccccc21	12	0	5	0.5	-4	-13	6	-13	20
CCOc1ccc(N(Cc2cc3cc(C)ccc3[nH]c2=O)S(=O)(=O)c2ccccc2)cc1	2	0	-1	0.9	-3	-5	5	4	11
C[C@H](CO)N1C[C@H](C)[C@H](CN(C)Cc2cccc(F)c2)Oc2ncc(Br)cc2C1=O	-1	0	2	0.2	-2	-16	0	-12	25
COc1ccc(OC)c(CCNC(=O)C(C)n2nc(C)c3c(C)n(-c4ccccc4)nc3c2=O)c1 (centres undefined)	-4	-1	-6	0.6	-5	-12	3	-1	17

Full records as entered above.
C=CCn1c(=S)[nH]c2sc3c(c2c1=O)CCC3 reads M5 PAM = 0; M4 ag = 1; CHRM4 PAM = 8; CHO-K1 Ca ag = 0.3; CHRM5 agonist = 3; CHO-K1 Ca antag = -29; M5 antag = -1; M4 antag = -14; CHO-K1 Ca PAM = 23
CSc1ccc(NC(=O)C2(C)CCN2C(=O)c2cc(C)n(C)n2)cc1 (centres undefined) reads M5 PAM = -2; M4 ag = 6; CHRM4 PAM = 2; CHO-K1 Ca ag = 3.0; CHRM5 agonist = 2; CHO-K1 Ca antag = -4; M5 antag = 2; M4 antag = -5; CHO-K1 Ca PAM = 2

(further entries)
SMILES	M5 PAM	M4 ag	CHRM4 PAM	CHO-K1 Ca ag	CHRM5 agonist	CHO-K1 Ca antag	M5 antag	M4 antag	CHO-K1 Ca PAM
CCCN(CCC)c1nc(N(CCC)CCC)[nH]c(=O)n1	-6	1	4	0.7	-3	-3	4	-4	19
COc1ccc(-c2csc(NC(=O)C3CCCCN3S(=O)(=O)c3ccccc3)n2)cc1 (centres undefined)	-5	-2	-4	-0.3	-1	22	-3	18	-11
COC(=O)c1ccc(C23CC4(C2)[C@H](CN(C)[C@@H]4c2ccccc2)C3c2ccccc2)cc1 (some centres undefined)	-15	1	-12	-0.3	2	-14	5	12	-4
O=C(NC1CCc2ccccc21)c1cc(COc2ccc(F)cc2Cl)on1 (centres undefined)	-4	0	-4	0.6	-1	-11	4	-10	12
Cc1nc(-c2ccc(Br)cc2)ccc1C(=O)O	-2	0	5	0.8	-2	-4	3	1	17
COc1ccc(C(=O)NCCN2CCCC2)cc1[N+](=O)[O-]	4	0	-4	0.5	-2	-5	7	11	9
N#Cc1c(NC(=O)CSc2nnc(-c3ccncc3)n2CC2CCCO2)sc2c1CCCC2 (centres undefined)	-4	1	-2	0.4	-1	-16	2	-2	19
N#Cc1c(NC(=O)CSc2ccccn2)oc(-c2ccccc2)c1-c1ccccc1	-2	-1	2	0.2	-5	-1	12	1	5
COC(=O)CCCn1cc(CN2CC(N(C)C)CS2(=O)=O)nn1 (centres undefined)	3	1	9	1.8	1	-30	-6	-6	27
C[C@@H](C(=O)NNC(=O)c1ccc(Cl)cc1)N1C(=O)C2CC=CCC2C1=O (some centres undefined)	15	0	1	-1.0	1	-8	5	4	5
Cc1ccc(CNC(=O)Cn2cccc2)cc1	6	1	-1	0.2	-4	1	-1	3	15
COc1ccc(-n2c(C)cc(C(=O)CSc3ccc(NC(C)=O)cc3)c2C)cc1	-4	5	10	2.3	-2	-15	-1	-10	17
Cc1ccc(-c2cc(N)nc(-c3ccccc3)c2)cc1	-5	-2	-5	-0.7	-5	-17	16	7	-21
O=c1c2cc(NC(=S)NC3CCN(Cc4ccccc4)CC3)ccc2nc2n1CCCCC2	-7	2	-8	2.2	-5	-8	5	7	-2
COc1ccccc1-n1c(SCC(=O)Nc2cccc(C(=O)O)c2)nnc1-c1ccccc1C	2	0	-1	0.1	-5	-7	0	6	-13
O=C(NCC12CC3CC(CC(C3)C1)C2)c1nc2ncccn2n1	4	2	-3	0.5	6	-12	0	-10	17
CCOc1ccc(C2Nc3ccccc3C(CC)(CC)O2)cc1 (centres undefined)	3	0	4	0.9	2	-16	3	1	23
C=CCc1cc(OC)ccc1OCCOCCC(C(=O)OCC)C(=O)OCC	-1	0	4	1.6	0	-7	-9	-4	20
Cc1cc(OCc2cc(C(=O)N(C)CC3CCOCC3)no2)cc(C)c1Cl	-2	7	-1	5.5	-3	-4	0	4	17
CC1(C)CC(=O)C(C(c2ccc(F)cc2)C2C(=O)CC(C)(C)CC2=O)C(=O)C1	-4	0	3	0.5	-3	-8	-3	-12	7
Cc1ccc(-c2cc(C(=O)Nc3c(C)n(C)n(-c4ccccc4)c3=O)c3ccccc3n2)cc1	-7	7	1	0.8	5	-9	15	-12	12
Cn1nccc1C(=O)N/N=C/c1c(O)ccc2ccccc12	-4	9	-3	6.6	4	-13	-11	-22	-15
COC(=O)c1ccc2nc(NC(=O)C3CCCCC3)sc2c1	2	1	13	0.1	-2	-9	-6	-1	-11
CC1(C)NC(=O)N(CC(=O)OCC(=O)N2CCN(S(=O)(=O)c3ccccc3)CC2)C1=O	0	1	10	1.3	-1	-11	8	-6	11
Cc1ccsc1C(=O)N1CCN(C(=O)c2ccco2)CC1	-6	0	-2	0.2	2	-10	13	-4	9

Remaining list, next part:
SMILES	M5 PAM	M4 ag	CHRM4 PAM	CHO-K1 Ca ag	CHRM5 agonist	CHO-K1 Ca antag	M5 antag	M4 antag	CHO-K1 Ca PAM
CC(C)C(NC(=O)c1ccc(C(C)(C)C)cc1)C(=O)OCC(=O)NC(=O)Cc1ccccc1 (centres undefined)	-4	0	-4	0.2	0	-4	7	1	11
O=C(c1cccc(S(=O)(=O)N2CCOCC2)c1)N1CCN(S(=O)(=O)c2cccs2)CC1	-4	3	-3	1.9	-3	-13	9	-3	-4
Cc1cccc(CCNC(=O)CCS(=O)(=O)c2cc3c(cc2Cl)NC(=O)CO3)c1	1	1	-3	0.5	-1	-12	1	-24	9
CC(C)c1ccc(NC(=O)NCc2ccc3c(c2)OCO3)cc1	5	2	-2	0.1	-5	8	-2	4	-25
Cc1cc(O)c(Sc2ccccc2)c(=O)o1	8	0	-5	-0.3	2	-8	-3	4	8
CCOC(=O)C1(CCCc2ccccc2)CCN(C(=O)C2CCCN(C(N)=O)C2)CC1 (centres undefined)	-2	1	2	0.7	-3	16	2	1	-12
Nc1c(N(CCCO)C(=O)C2CCCC2)c(=O)[nH]c(=O)n1Cc1ccccc1	-2	0	11	-0.2	-3	-12	4	-14	5
O=C(NC(c1ccccc1)c1cnccn1)C1CCN(Cc2ccc(Cl)c(Cl)c2)CC1 (centres undefined)	-2	1	-2	-0.1	-2	12	-11	-7	-13
Cc1ccc(CSc2ncnc3c2cnn3Cc2ccccc2)cc1C	-2	1	6	0.0	-2	-5	-11	-14	15
O=C(NCC1CCCCC1)c1ccc2nc([C@@H]3O[C@H](CO)[C@H](O)[C@H](O)[C@H]3O)[nH]c2c1	-1	0	7	0.4	0	12	4	-7	1
CCCOC(=O)c1ccc(NC(=O)C(CC)CC)cc1	0	1	11	-0.2	-4	-12	4	0	21
O=C(CSc1nnnn1-c1ccc2c(c1)OCCO2)N1CCN(C(=O)c2ccco2)CC1	-3	2	3	3.3	-4	-17	-4	-4	18
Cn1ncc(Cl)c1C(=O)Nc1nnc(C2CC2)s1	4	0	-1	0.6	-3	-4	-4	-1	7
CCc1nc(SCC(=O)NNC(=O)c2ccc(OC)cc2)c2ccccc2n1	-13	11	-2	3.5	1	-6	19	4	18
COc1cccc(C(C)(O)c2nc(-c3cccs3)cs2)c1 (centres undefined)	-2	3	-5	1.3	1	4	1	1	-12
COC(=O)C(Cc1ccccc1)NC(=O)COc1ccc(C(C)(C)C)cc1 (centres undefined)	-1	1	0	0.5	-7	-1	1	-6	0
CC(C)(CCO)NC(=S)NC1CC2C=CC1C2 (centres undefined)	10	1	1	1.9	-4	-18	-2	-12	16
O=C(c1cccc([N+](=O)[O-])c1)c1ccc2c(c1)C(=O)NC2=O	8	3	3	1.0	0	1	0	-6	11
